CHRM4 PAM: positive allosteric modulators of human muscarinic M4 receptor | P08173 | CHO-K1 hM4/Gqi5, Fluo-8 calcium fluorescence, ACh EC20; 0% = ACh EC20, 100% = maximal ACh | activation, % at 3 µM | actives 0.4% (n = 360,000);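 active = activation above its plate's cutoff, the mean activation of sample wells plus 3 SD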; also: some results filed as inactive read as strong as hits
Target sequence (P08173 whole entry, looked up): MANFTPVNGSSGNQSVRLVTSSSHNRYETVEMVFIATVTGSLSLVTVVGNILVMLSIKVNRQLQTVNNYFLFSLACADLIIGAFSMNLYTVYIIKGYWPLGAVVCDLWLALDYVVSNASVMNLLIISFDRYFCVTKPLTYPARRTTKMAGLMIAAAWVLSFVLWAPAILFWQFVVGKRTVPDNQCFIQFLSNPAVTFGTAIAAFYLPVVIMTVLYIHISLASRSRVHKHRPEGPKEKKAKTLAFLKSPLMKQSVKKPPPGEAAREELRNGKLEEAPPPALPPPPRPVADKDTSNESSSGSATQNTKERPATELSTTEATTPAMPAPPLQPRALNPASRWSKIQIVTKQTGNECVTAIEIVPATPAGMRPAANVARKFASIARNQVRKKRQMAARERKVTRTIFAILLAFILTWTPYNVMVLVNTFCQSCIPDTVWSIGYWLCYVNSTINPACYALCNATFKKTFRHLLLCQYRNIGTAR
M5 antag: antagonists of human muscarinic M5 receptor (CHRM5) | P08912 | CHO-hM5 cells, Fluo-8 calcium fluorescence, ACh EC80 | inhibition, % at 3 µM | actives 0.59% (n = 360,000);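 active = inhibition above a per-plate cutoff, the mean of that plate's test compounds plus 3 SD, cut at about 27% in these data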;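 also: 0% = acetylcholine EC80 with DMSO and 100% = DMSO without agonist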
Target sequence (P08912 whole entry, looked up): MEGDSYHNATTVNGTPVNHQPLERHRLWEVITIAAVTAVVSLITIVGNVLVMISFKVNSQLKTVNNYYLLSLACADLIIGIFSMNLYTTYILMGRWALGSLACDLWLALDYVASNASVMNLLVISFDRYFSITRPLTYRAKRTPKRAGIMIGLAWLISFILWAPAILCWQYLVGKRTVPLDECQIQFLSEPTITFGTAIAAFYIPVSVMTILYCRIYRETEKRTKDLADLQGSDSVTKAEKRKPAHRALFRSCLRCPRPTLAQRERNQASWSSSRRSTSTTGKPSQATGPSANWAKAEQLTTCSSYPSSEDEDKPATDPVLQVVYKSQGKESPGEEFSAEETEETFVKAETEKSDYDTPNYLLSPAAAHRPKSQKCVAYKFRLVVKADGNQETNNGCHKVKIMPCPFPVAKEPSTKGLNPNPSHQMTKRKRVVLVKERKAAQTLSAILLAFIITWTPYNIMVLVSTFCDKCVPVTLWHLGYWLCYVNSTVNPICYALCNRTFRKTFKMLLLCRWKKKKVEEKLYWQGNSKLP
CHRM5 PAM: potentiates acetylcholine response at human M5 receptor | P08912 | CHO-K1 hM5, Fluo-8 calcium, ACh EC20 PAM; 0% = ACh EC20, 100% = ACh EC100 | activation, % at 3 µM | actives 0.3% (n = 360,000);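 active = activation above the run cutoff, the mean activation of all test compounds plus 3 SD, cut at about 18% in these data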
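Test system: CHO-K1 hM5 cells / Doses: single-point, 3 µM nominal / Times: Post-acetylcholine fluorescence recording 140 s / Technique: Fluo-8 calcium fluorescence / Measure: Max/basal fluorescence ratio as % of EC20–EC100 ACh window / Benchmarks: low control EC20 acetylcholine (0%), high control EC100 acetylcholine (100%) / Replicates: one well per compound, no replicates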
CHO-K1 Ca PAM: counter-screen for M1 PAMs: effect in parental CHO-K1 cells; actives 0.02% (n = 360,000); activation, % at 3 µM; AID 602247; ATP EC20, Fluo-8 calcium fluorescence; 0% at ATP EC20, 100% at ATP max;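 active = activation above the run cutoff, the mean activation of all test compounds plus 3 SD, cut at about 40% in these data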;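 also: peak over basal fluorescence ratio in a 140 s read after ATP addition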
M4 ag: CHRM4 agonism in calcium assay; CHO-K1 hM4/Gqi5, Fluo-8 calcium fluorescence; vehicle 0%, full acetylcholine response 100%; actives 0.14% (n = 360,000); P08173; activation, % at 3 µM;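 active = activation above the run mean over all test wells plus 3 SD, cut at about 32% in these data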;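 also: peak over basal fluorescence ratio per well then scaled between controls; 0% = DMSO wells and 100% = acetylcholine at EC100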
CHO-K1 Ca ag: M1 agonist counterscreen hit in parental CHO-K1 cells | Fluo-8 calcium fluorescence; scaled to maximal ATP response, vehicle zero | activation, % at 3 µM | actives 0.48% (n = 360,000); in the data active = activation above about 15%;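 also: untransfected CHO-K1 host cells lacking M1 receptor as counterscreen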
M5 ag: agonists of human muscarinic M5 receptor (CHRM5); AID 624037; CHO-K1 hM5 cells, Fluo-8 calcium fluorescence; 0% DMSO wells, 100% maximal acetylcholine response; P08912; activation, % at 3 µM; actives 0.19% (n = 360,000);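 active = activation above the run's mean over test compounds plus 3 SD, cut at about 23% in these data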;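 also: signal is peak over basal fluorescence ratio across the kinetic read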
CHO-K1 Ca antag: counter-screen for M1 antagonists: effect in parental CHO-K1 cells; inhibition, % at 3 µM; AID 602250; ATP-induced calcium, Fluo-8 fluorescence; actives 0.6% (n = 360,000);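 active = inhibition above a per-plate cutoff, the plate's mean sample inhibition plus 3 SD, cut at about 24% in these data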;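 also: 0% = DMSO plus EC80 ATP and 100% = DMSO alone without ATP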
M4 antag: blocks acetylcholine activation of human M4 receptor; CHO-hM4 cells, ACh EC80, Fluo-8 calcium fluorescence; inhibition, % at 3 µM; actives 0.73% (n = 360,000); AID 624125;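 active = inhibition above its plate's cutoff, the mean inhibition of sample wells plus 3 SD, cut at about 27% in these data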;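 also: 0% = acetylcholine EC80 with DMSO and 100% = DMSO without agonist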
Numbers without * were called inactive.

molecule	CHRM4 PAM	M5 antag	CHRM5 PAM	CHO-K1 Ca PAM	M4 ag	CHO-K1 Ca ag	M5 ag	CHO-K1 Ca antag	M4 antag
O=C(NCc1cccs1)C1CC(c2ccc(Cl)c(Cl)c2)=NO1 (stereo unspecified)	-9	7	-7	-3	6	10	3	6	8
O=C(c1cccc([N+](=O)[O-])c1)N1CCN(S(=O)(=O)N2CCCCC2)CC1	5	5	-6	1	2	2.0	-2	-10	-7
Cc1ccc2[nH]c(=O)c(COC(=O)C3CCCCC3)cc2c1	-3	0	3	17	0	1.3	1	-14	8
Cc1c(-c2csc(N)n2)cnn1C	12	1	4	22	0	0.2	-1	-19	3
Cc1ccc(S(=O)(=O)N2CCN(C(=O)CCn3nc(C)c(C)c3C)CC2)cc1C	3	-13	2	-8	1	-0.4	-4	7	-12
CCOC(=O)CSc1nnc(Cn2nnc(-c3ccccc3)n2)n1C	2	1	1	2	2	0.3	0	-5	10
COc1ccc(S(=O)(=O)N2CCOCC2)cc1NC(=O)COC(=O)c1[nH]c(C)c(C(C)=O)c1C	6	7	0	14	2	-0.4	2	-7	-9
O=C(c1cccs1)N(Cc1nc2sc3c(c2c(=O)[nH]1)CCCC3)C1CCCC1	3	1	6	20	0	0.7	-8	-7	0
CN(Cc1nc2ccccc2c(=O)[nH]1)Cc1nc2ccsc2c(=O)[nH]1	-9	-1	2	12	2	2.0	-1	-17	-3
Cc1cccc(-c2n[nH]c(=S)n2/N=C/c2ccc(C)o2)c1	-12	2	-5	16	-3	0.8	-8	-5	2
O=C(N/N=C\c1ccccn1)C1COc2cc3ccccc3cc2O1 (stereo unspecified)	0	12	7	10	4	0.8	0	-5	1
COc1ccc(C(=O)OCC(=O)Nc2c(C)n(C)n(-c3ccccc3)c2=O)cc1	-2	9	4	13	-1	0.0	-1	-10	12
Cc1ccc(Nc2cc(C)nc3nc(C)nn23)cc1	4	-4	3	27	-3	-0.8	0	0	1
CCCCOCCCNC(=O)C[C@@H]1C[C@@]2(C(=O)OCC)CCC=C2N(Cc2cccc3ccccc23)C1=O	-7	3	-3	-4	1	-1.0	-3	-17	-2
CCN1CCN(CCCNC(=O)c2cc3cc4ccc(OC)cc4nc3o2)CC1	0	7	0	15	0	-0.1	-2	-7	-3
O=C(O)c1ccn[nH]1	4	0	0	-5	1	0.3	2	12	-1
CC(=O)c1cn(CCCCCCCn2cc(C(C)=O)c(=O)[nH]c2=O)c(=O)[nH]c1=O	-3	3	-4	-8	0	0.0	-5	10	15
C=C(C)c1cccc(C(C)(C)NC(=O)N(C)C2CCN(C)CC2)c1	1	1	3	7	0	1.7	-9	-3	2
Cc1ccc(N2C(=O)N(CC(=O)N3CCCc4ccccc43)C(=O)C2C)cc1 (stereo unspecified)	5	-4	2	5	0	-0.1	6	-10	-4
CCn1c(SCC(=O)Nc2ccc(OC)c(OC)c2)nnc1-c1cccs1	-2	-3	0	10	2	0.7	-1	8	-5
CCCc1cc(=O)oc2cc(OCc3cc(OC)c(OC)c(OC)c3)c(Cl)cc12	5	-6	8	-4	1	-0.5	1	6	-3
Cc1nc(N2CCc3ccccc3C2)[nH]c(=O)c1CCC(C)C	12	-12	14	-6	0	-0.3	4	5	6
CCN(CC)S(=O)(=O)c1cccc(-c2nnc(SCC(N)=O)n2C)c1	0	1	9	13	0	0.7	-1	-9	3
CCCCC(CCC(=O)Nc1ccccc1C(=O)OCC)C(=O)O (stereo unspecified)	-2	-14	-4	12	0	0.4	-3	-8	-3
CC1Sc2ccc(C(=O)Nc3ccc(S(=O)(=O)N(C)C)cc3)cc2NC1=O (stereo unspecified)	-9	3	-5	-11	11	4.2	1	-3	-8
Cc1cc(=O)oc2cc(OCC(=O)OCC(=O)N3CCC(C)CC3)ccc12	10	13	-4	12	5	4.2	3	-4	-5
CCOc1ccccc1N(C(=O)Nc1cccc(Cl)c1)C1=NC(C)CS1 (stereo unspecified)	-5	8	-4	20	3	7.2	-5	2	1
CN(C(=O)COC(=O)CCc1c[nH]c2ccccc12)C(c1ccccc1)c1ccccc1	-4	2	-6	15	1	-0.4	-2	-3	9
O=C(O)c1cccc(N2C(=O)/C(=C/c3ccc([N+](=O)[O-])cc3)C=C2c2ccccc2)c1	-2	2	3	3	2	1.2	3	-2	-6
COC(=O)c1cc(S(=O)(=O)N2CCN(c3ccc([N+](=O)[O-])cc3)CC2)c[nH]1	-1	15	-6	-1	7	5.4	4	-9	4
Nc1ccc(N=Nc2ccccc2O)c(N)c1	-6	0	2	11	1	-0.8	4	-2	5
Cc1ccc2nc(Nc3ccccc3)cc(C)c2c1	-2	1	4	14	-2	2.2	-6	-3	-5
CC(=O)OCCc1c2ccccc2c(CCCN(C)C)c2ccccc12	-24	5	-6	10	12	3.8	-3	-12	-8
CCOC(=O)C1=NN(C(=O)COc2ccccc2)C(O)(c2ccc(Br)cc2)C1 (stereo unspecified)	-4	7	1	16	1	3.3	0	-14	-1
Cc1ccc(S(=O)(=O)N2[C@@H](c3ccccc3F)C(C(=O)O)=CC[C@H]2c2cccs2)cc1	0	14	12	6	0	-0.1	2	8	5
COc1ccc(C(=O)N/C=C/n2cnc3cc(C(F)(F)F)ccc32)cc1	4	4	6	13	0	0.3	2	-7	-11
Cc1occc1C(=O)NNC(=O)c1ccc(F)cc1	1	7	-7	13	1	0.5	-2	-12	-13
Cc1ccc(N(CC(=O)NC2CCC(C)CC2)S(=O)(=O)c2cccnc2)cc1 (stereo unspecified)	1	-1	-2	17	5	0.8	-1	-5	-12
Cc1ccc(NC(=O)CCc2c(C)nn(-c3ccc(N4CCOCC4)nn3)c2C)cc1	8	2	2	17	1	1.2	-2	-6	2
Cc1cccn2c(CNCCc3ccccn3)c(C(=O)N3CCOCC3)nc12	-6	2	-8	3	5	3.0	-1	-12	-3
CC(=O)N1CCN(c2ccc(S(=O)(=O)N3CCOCC3)cc2[N+](=O)[O-])CC1	-2	-5	11	20	0	1.3	3	-11	2
O=c1[nH]cnc2c1ncn2-c1ccc(N(CCO)CCO)cc1	-1	0	-6	-12	0	0.5	6	3	2
O=C(CN1C(=O)NC2(CCc3ccccc32)C1=O)Nc1c(Cl)cccc1Cl (stereo unspecified)	10	0	-10	-2	0	0.4	6	-13	-23
Cc1cc(Cl)ccc1OCC(=O)Nc1cccc(S(=O)(=O)NC2=NCCCCC2)c1	-10	9	-19	-13	8	5.4	-2	-2	2
COc1ccccc1CCNC(=O)C(=O)NCC1OCCN1S(=O)(=O)c1ccccc1 (stereo unspecified)	10	2	-2	26	4	1.3	0	-14	-5
COc1ccc(NC(=O)CN2C(=O)NC(C)(C3CC3)C2=O)cc1S(=O)(=O)N1CCCCC1 (stereo unspecified)	16	12	-1	4	0	0.9	-3	-7	2
Clc1ccc(OCCn2c(-c3ccco3)nc3ccccc32)cc1	0	0	-2	24	0	0.6	-3	-6	4
COc1ccc(C(=O)NCC(=O)N/N=C/c2ccc([N+](=O)[O-])o2)cc1OC	-8	11	-2	-17	0	0.2	0	6	9
O=C(Nc1cc(C(F)(F)F)ccc1N1CCOCC1)c1ccc2ccccc2n1	12	5	-6	13	2	0.5	1	-7	-8
C=CCSc1nnc(NC(=O)C23CC4CC(CC(NC(C)=O)(C4)C2)C3)s1	3	-4	4	5	1	7.3	-4	-4	-3

(further entries)
molecule	CHRM4 PAM	M5 antag	CHRM5 PAM	CHO-K1 Ca PAM	M4 ag	CHO-K1 Ca ag	M5 ag	CHO-K1 Ca antag	M4 antag
N/C(=N\N=C/c1ccc(Br)cc1)N/N=C\c1ccc(Br)cc1	2	-2	4	19	0	0.0	-3	-3	-5
Cc1nc(SCc2cccnc2)[nH]c(=O)c1C	0	0	0	-6	-1	0.1	2	-4	13
COc1cc(OC)cc(C(=O)Nc2ccc(-c3nc4ccccc4o3)c(O)c2)c1	2	-1	-1	10	2	0.3	1	-20	-2
C=CCOC(=O)N1CCC2CC1c1cc(-c3cccc(C)c3)ccc12 (stereo unspecified)	-1	5	-3	-10	-2	-0.3	2	-5	-6
Cc1nc(SCC(=O)c2cccs2)c2oc3ccccc3c2n1	-6	5	-6	8	8	0.9	-3	11	-26
COc1cc(/C=C(\C#N)c2nc3ccc(C)cc3[nH]2)cc([N+](=O)[O-])c1O	11	-9	11	23	1	4.5	2	-13	-2
CC(O)CNc1nc2ccccc2n1CC(=O)NCC(F)(F)F (stereo unspecified)	-2	0	-1	12	0	-0.4	2	4	8
CC(CP(=O)(O)O)NC(=O)Cc1ccccc1 (stereo unspecified)	1	-6	7	23	1	-0.2	-3	-8	-11
O=C(O)c1cc(-c2ccc(/C=N/N3C(=O)C4C5C=CC(CC5)C4C3=O)o2)ccc1Cl (stereo unspecified)	12	4	1	12	1	0.3	0	-22	-11
O=C(O)c1ccccc1C(=O)Nc1nc(-c2ccccc2)cs1	-5	11	4	0	0	0.0	6	14	2

Three entries picked at random from those above, as already listed:
molecule	CHRM4 PAM	M5 antag	CHRM5 PAM	CHO-K1 Ca PAM	M4 ag	CHO-K1 Ca ag	M5 ag	CHO-K1 Ca antag	M4 antag
N/C(=N\N=C/c1ccc(Br)cc1)N/N=C\c1ccc(Br)cc1	2	-2	4	19	0	0.0	-3	-3	-5
COc1cc(OC)cc(C(=O)Nc2ccc(-c3nc4ccccc4o3)c(O)c2)c1	2	-1	-1	10	2	0.3	1	-20	-2
CC(CP(=O)(O)O)NC(=O)Cc1ccccc1 (stereo unspecified)	1	-6	7	23	1	-0.2	-3	-8	-11

Going on with the list:
molecule	CHRM4 PAM	M5 antag	CHRM5 PAM	CHO-K1 Ca PAM	M4 ag	CHO-K1 Ca ag	M5 ag	CHO-K1 Ca antag	M4 antag
Cn1c(SCC(=O)NCC2CCCO2)ncc(C(=O)Nc2ccc(F)cc2)c1=O (stereo unspecified)	-5	0	-1	7	0	0.6	0	-2	-2
CCN1C(=O)c2cccc3c(S(=O)(=O)Nc4nc(C)cs4)ccc1c23	-8	0	-5	0	1	0.9	-2	-8	5
CCNC(=S)N(CCCN(C)C)Cc1cc2cc3c(cc2[nH]c1=O)OCCO3	-3	-15	9	-6	0	0.0	-1	2	4
O=C(NC(NC(=S)Nc1ccc(Cl)cc1)C(Cl)(Cl)Cl)c1ccco1 (stereo unspecified)	-1	20	-16	7	12	8.2	9	4	0
CC(C)CC(COCc1ccc(Cl)cc1)N1CCN(C(=O)c2ccc(Cl)cc2Cl)CCC1=O (stereo unspecified)	-2	15	-2	24	7	-0.6	-4	-13	1
C=CCNC(=S)Nc1cccc2[nH]ncc12	-2	6	-1	7	0	0.4	-1	-9	9
Cc1oc(-c2cc(F)cc(F)c2)nc1CN1CCSCC1	7	5	-2	-3	3	0.7	5	10	-3
Cc1cc(F)c(F)c(C(=O)N2CCN(C)CC2)c1Cl	-2	2	-4	4	0	-0.4	-2	5	-5
Brc1ccc(-c2csc(/N=C/N3CCCC3)n2)cc1	3	-10	7	13	2	0.8	0	-7	-10
COc1ccc(NC(=O)CSc2nc3c(c(=O)n(C)c(=O)n3C)n2C)c(OC)c1	-3	21	-2	-1	1	1.6	-2	-14	5
N/C(Cc1ccc([N+](=O)[O-])cc1)=N\OC(=O)CC1CCCCC1	6	-2	-7	22	0	1.0	-3	-13	0

Bioassay records: PubChem BioAssay, The Scripps Research Institute Molecular Screening Center
